Autophagy HCS: autophagy modulators in MEF cells, primary screen, imaging, high-content, MEF GFP-LC3; MEF GFP-LC3 puncta imaging; test concentration mostly 10 µM; calls only at 10 µM (by protocol); 190,000 compounds, 0.98% hits;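 active means percentage of spot-positive cells more than 3 SD above its plate mean, without a fluorescence outlier flag or 80% toxicity; inconclusive means no clear call, values can overlap the other calls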;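 further: spot-positive cell cutoff set from DMSO-treated cells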
WT yeast gro inh: growth inhibition of WT strain, primary screen, mitochondrial fusion inhibitor project, WT and mutant strains, chemical genetic; 190,000 compounds, 2.1% hits; mitochondrial fusion phenotypic screen; inhibition, % at 10 µM; in the data active means inhibition above about 58%; tested in S. cerevisiae
MT stabilizer: microtubule stabilizers in HeLa cells, primary screen, imaging, high-content imaging. HeLa tubulin immunostaining HCS, 24 h; share of cells brighter than vehicle mean+2SD. 200,000 compounds, 0.83% hits. % tubulin-high responders, % at 10 µM;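 active means plate Z-score above 3 for both tubulin-high and condensed-nucleus cell shares, with cell loss under 80%, at 10 µM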;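 further: anti alpha tubulin signal scored within the nucleus-defined area of each cell; some results filed as inactive read as strong as hits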
CSM14.1 death rescue: rescue of cells from ER stress-induced death, primary screen, 384-well, CSM14.1, thapsigargin, ATP luminescence (AID 1222); CSM14.1 thapsigargin-induced death rescue, ATP luminescence; higher % means a stronger effect; cellular ATP content (survival), % at 20 µM, or EC50 in µM where a hit was titrated; 190,000 tested, under 10 active;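 active means EC50 below 50 µM in the dose-response confirmation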;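 further: death triggered by thapsigargin at about 15 µM added after 2 h compound pretreatment; cell ATP read after overnight thapsigargin exposure of roughly 18 to 22 hours; normalized against plate controls of thapsigargin alone and 5% DMSO vehicle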
Dynein transport: inhibitors of GR-EGFP nuclear translocation, primary screen, dynein cargo transport inhibitor project, imaging, high-content, 3617.4 mouse cells; test concentration mostly 20 µM; stimulated with dexamethasone, 1 µM; hits give low values; z-score, hits read low; 220,000 compounds, 0.47% hits; AID 1381, 2008;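 active means plate z-score of nuclear minus cytoplasmic receptor signal below a set negative limit, without overly bright fluorescence or cell loss, cut at about -3.5 in these data, passing the limit was not always enough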;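 further: z-score of nuclear minus cytoplasmic ring GR-EGFP intensity difference per well; some compounds called inactive have numbers as strong as hits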
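Buffer or medium – tet-free medium with charcoal-stripped serum · Signal – automated 10x imaging of fixed Hoechst-stained cells · Also added – dexamethasone agonist, 1.0 µM final, for 30 min · Incubation – induction 48 h, compound 1 h, agonist 30 min · Read-out – GR-EGFP nuclear translocation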
Hep lipid drop: inhibitors of hepatocyte lipid droplet formation, primary screen, imaging, high-throughput imaging, BODIPY stain; 240,000 compounds, 0.4% hits; inhibition, % at 6.5 µM; AID 1656, 2009; AML12 mouse hepatocytes, oleate lipid droplets;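 active means lipid droplet intensity inhibited by at least 50%, with more than 500 cells counted; inconclusive means wells with under 300 cells, treated as cytotoxic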
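Assay system: AML12 hepatocytes (mouse) / Also added: 100 µM oleic acid challenge / Times: overnight treatment with compound plus oleate / Detection: high-content imaging of BODIPY-stained droplets and DAPI nuclei / Evaluation: % inhibition of lipid droplet signal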
b-catenin transl: modulators of beta-catenin nuclear translocation, primary screen, imaging, HeLa cells, immunofluorescence, high-content; 190,000 compounds, 0.3% hits; nuclear translocation activity, % at 5 µM;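 active means nuclear translocation activity above 50% at 5 µM, with a well cell count of 50 or more; inconclusive means wells under 50 cells across six images, flagged as toxic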;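 further: per-cell ratio of nuclear to cytoplasmic median beta-catenin stain intensity; plate controls were DMSO negative control for no effect and GSK-3 inhibitor IX positive control for full effect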
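test system = HeLa cells, endogenous beta-catenin | dosing = single 5 µM dose plus 0.02–20 µM confirmation series | times = compound treatment 24 h, 37°C, 5% CO2 | technique = beta-catenin immunofluorescence imaging with DAPI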
XIAP displacement: XIAP antagonists, biochemical, IAP family, fluorescence polarization (AID 1018) | XIAP BIR domain, fluorescence polarization peptide displacement; higher % means a stronger effect | displacement, % at 20 µM, or IC50 in µM where a hit was titrated | 200,000 compounds, 0.007% hits; in the data active means displacement above about 50%; further: a part of the inactive calls stands beside numbers as strong as those of hits
Ins promoter up: insulin promoter activators in MIN6 cells, imaging, high-content screening, mouse beta cells | MIN6 insulin promoter-GFP reporter; hits give high values | z-score at 5 µM | 190,000 compounds, 0.3% hits | AID 1625, 2009;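 active means z-score above 3 at 5 µM with at least 500 cells counted in the well; inconclusive means wells under 500 cells, flagged as cytotoxic or low count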
WT yeast gro inh mutant strain: second read-out of WT yeast gro inh, no call of its own (marks repeat the call); inhibition, %; mitochondrial fusion phenotypic screen, mutant strain inhibition
Dynein transport cytoplasmic EGFP: recorded beside Dynein transport, whose call it bears; z-score; measured here: cytoplasmic GR-EGFP intensity; hits give high values
Dynein transport nuclear GR-EGFP: further read-out of Dynein transport, marked with its call; z-score; measured here: nuclear GR-EGFP intensity;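 lower value marks the stronger effect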
Dynein transport cell count: recorded beside Dynein transport, whose call it bears; z-score; measured here: cell count per field
Ins promoter up cell count: further read-out of Ins promoter up, marked with its call; cell count; measured here: cytotoxicity, nuclei count;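 total cells summed across four imaged fields per well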
Hep lipid drop cells 6.5 µM: further read-out of Hep lipid drop, marked with its call; cell count; measured here: cell count, cytotoxicity flag;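 cells counted across two imaged fields per well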
b-catenin transl cell count 5 µM: also measured in b-catenin transl; calls as there; cell count; measured here: cell count, cytotoxicity flag
MT stabilizer Hoechst-high %: further read-out of MT stabilizer, marked with its call; % Hoechst-high responders; measured here: nuclear condensation Hoechst responders;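 share of cells brighter than vehicle mean plus two SD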
MT stabilizer cytotoxicity %: second read-out of MT stabilizer, no call of its own (marks repeat the call); toxicity, %; measured here: cytotoxicity by cell density;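 0% = mean cell density of plate MIN control wells and 100% = no cells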
Autophagy HCS cell loss 18 h: further read-out of Autophagy HCS, marked with its call; toxicity, %; measured here: cell loss, nuclei count;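 cell loss after 18 h compound exposure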
An asterisk follows results filed as active; i = inactive; ? = inconclusive; . = no result given; + = active, no number.

Start of the listing, in advance:
Values run as follows: Autophagy HCS	Autophagy HCS cell loss 18 h	WT yeast gro inh	WT yeast gro inh mutant strain	MT stabilizer	MT stabilizer Hoechst-high %	MT stabilizer cytotoxicity %	CSM14.1 death rescue	Dynein transport	Dynein transport cytoplasmic EGFP	Dynein transport nuclear GR-EGFP	Dynein transport cell count	Hep lipid drop	Hep lipid drop cells 6.5 µM	b-catenin transl	b-catenin transl cell count 5 µM	XIAP displacement	Ins promoter up	Ins promoter up cell count
- COC(=O)c1sccc1NC(=O)CC1C(=O)NCCN1C(=O)Nc1ccccc1 (stereo not drawn)
  .	.	.	.	.	.	.	.	-0.59	-0.22	-0.27	0.39	10	692	0.1	1310	.	0.47	1146
- Cc1nn(C)cc1C(=O)/C=C/c1ccc([N+](=O)[O-])cc1
  i	-7	-13	-18	2.4	2.8	3.3	3.7%	-2.1	0.082	-0.85	0.52	14	723	1.2	961	-3.3%	-0.01	1333

All compounds of this part, from the first entry:
Values run as follows: Autophagy HCS	Autophagy HCS cell loss 18 h	WT yeast gro inh	WT yeast gro inh mutant strain	MT stabilizer	MT stabilizer Hoechst-high %	MT stabilizer cytotoxicity %	CSM14.1 death rescue	Dynein transport	Dynein transport cytoplasmic EGFP	Dynein transport nuclear GR-EGFP	Dynein transport cell count	Hep lipid drop	Hep lipid drop cells 6.5 µM	b-catenin transl	b-catenin transl cell count 5 µM	XIAP displacement	Ins promoter up	Ins promoter up cell count
- COC(=O)c1sccc1NC(=O)CC1C(=O)NCCN1C(=O)Nc1ccccc1 (stereo not drawn)
  .	.	.	.	.	.	.	.	-0.59	-0.22	-0.27	0.39	10	692	0.1	1310	.	0.47	1146
- Cc1nn(C)cc1C(=O)/C=C/c1ccc([N+](=O)[O-])cc1
  i	-7	-13	-18	2.4	2.8	3.3	3.7%	-2.1	0.082	-0.85	0.52	14	723	1.2	961	-3.3%	-0.01	1333
- COc1ccc(C(=O)N2CCN(C(=O)Cc3ccccc3)CC2)cc1OC
  i	3	-18	-17	4.2	2.7	9.3	-1.5%	0.23	-0.36	0.47	0.02	5	748	-5.0	1178	-6.2%	-0.98	859
- O=c1nc(-c2ccccc2)nc(-c2ccccc2)[nH]1
  .	.	.	.	.	.	.	.	-0.54	-0.23	-0.27	-0.095	12	737	-0.1	1268	.	-0.57	1252
- CCn1c(SCC(=O)Nc2cc(C)on2)nnc1-c1cccs1
  i	-7	-4	12	3.7	2.5	0.6	1.9%	-0.87	0.52	-0.32	0.47	.	.	-4.0	972	-0.5%	0.15	1157
- CCOC(=O)c1sc(C)c2c1NC(c1ccc(N(C)C)cc1)NC2=O (stereo not drawn)
  i	-2	23	15	3.0	2.9	14	-2.1%	0.13	-0.13	0.33	-0.063	.	.	-3.3	1406	-3.8%	1.4	1436
- COc1ccc(S(=O)(=O)Cc2ccc(C(=O)NCc3ccco3)o2)cc1
  i	-3	-2	-3	3.5	1.9	4.7	-0.2%	0.28	-0.094	0.24	-0.6	.	.	.	.	-3.7%	-0.02	997
- O=C(O)C1CSC(c2ccc3c(c2)OCO3)N1 (stereo not drawn)
  .	.	.	.	.	.	.	.	-0.34	-0.21	0.24	-0.06	-4	633	-0.2	1332	.	-0.6	1063
- Cc1cc(C)n(-c2nc3c(c(=O)[nH]c(=O)n3C)n2Cc2ccc(F)cc2)n1
  i	5	8	6	1.4	1.6	0.6	-0.2%	-0.13	-0.26	0.22	-0.49	-7	626	-0.9	1040	-14%	1.2	1747
- CC(C)n1nnnc1C(c1ccc(F)cc1)N1CCN(C2CCCC2)CC1 (stereo not drawn)
  i	-13	13	9	2.9	2.6	6.2	-0.4%	-0.39	-0.19	0.034	0.81	.	.	-1.1	660	3.1%	-1.2	1444
- O=[N+]([O-])c1cccnc1Oc1ccc(F)cc1
  .	.	.	.	.	.	.	.	-0.21	-0.23	-0.22	0.38	-7	610	1.8	1234	.	0.24	1131
- CCC1SC2=NCN(c3ccccc3)CN2C1=O (stereo not drawn)
  i	15	11	-13	2.8	1.0	6.7	-0.7%	-1.2	-0.36	-0.7	0.78	.	.	0.3	1353	-0.9%	0.18	1448
- Cc1cc(C)nc(SC(C)C(=O)Nc2ccc(S(N)(=O)=O)cc2)n1 (stereo not drawn)
  i	-6	-4	11	4.2	2.3	4.3	-2.3%	0.24	-0.2	0.097	0.16	-3	688	.	.	-1.3%	0.56	1232
- O=C(c1c[nH]c2ccccc12)N1CCN(c2ccccc2)CC1
  i	28	-7	25	9.1	1.8	4.9	-0.6%	-0.14	-0.36	0.18	0.43	3	676	-2.3	1068	-5.8%	0.41	1242
- CCCOc1ccc(S(=O)(=O)n2cc(Br)c(=O)[nH]c2=O)cc1
  i	0	-50	-20	2.0	1.1	6.7	0.2%	3	0.023	1.5	-2	.	.	-1.8	975	-3.1%	-0.74	1418
- CC1=CC(C2CC(=O)N(c3ccccc3C)C2=O)CC2C(=O)N(c3ccccc3C)C(=O)C12 (stereo not drawn)
  i	-6	-4	-10	2.4	1.8	2.0	0.1%	-0.46	-0.12	-0.56	0.76	9	710	.	.	-7.8%	-0.26	1214
- CCCCN(Cc1cc2cc(C)ccc2[nH]c1=O)C(=O)c1ccccn1
  .	.	.	.	.	.	.	.	1.6	-0.18	0.67	-1.1	8	714	0.5	1318	.	0.26	1093
- COCC(=O)Nc1nc(-c2ccc(C)cc2)c(C)s1
  i	-1	-8	-5	3.6	4.2	6.7	-1.5%	0.47	-0.3	0.19	0.37	-1	716	-2.4	1196	-1.7%	-1.1	958
- CCOC(=O)c1sc2nc3n(c(=O)c2c1C)CCCCC3
  i	89	5	-1	5.6	3.7	15	2.0%	1.8	-0.25	1.6	-1.8	.	.	-5.9	992	-3.6%	0.52	1135
- CCOC(=O)N1CCC(N2CC34C=CC(O3)C(C(=O)Nc3ccc(C)cc3)C4C2=O)CC1 (stereo not drawn)
  .	.	8	5	3.8	3.7	7.6	-0.4%	-0.5	-0.27	-0.25	0.33	.	.	-0.5	1193	-6.5%	1.9	922
- Cc1ccc(C)c(C(=O)COc2ccc(C)nc2[N+](=O)[O-])c1
  i	0	19	15	1.4	1.7	6.7	-0.5%	-4.3*	0.9*	-1.7*	0.61*	12	736	.	.	-6.1%	0.18	898
- COc1cc(C(=O)NC2=NCCS2)ccc1OCc1c(C)noc1C
  i	5	-5	11	3.5	2.5	7.2	0.7%	0.39	-0.16	0.85	0.24	.	.	-7.7	995	-3.4%	-0.34	1132
- COc1cccc(-n2cc(CNCc3cn(C)nc3-c3ccccc3F)cn2)c1
  i	1	1	4	4.2	2.9	1.4	-1.3%	-0.83	-0.29	-0.6	0.61	2	708	-0.6	1036	-9.2%	-0.26	1419
- O=C1/C(=C/c2ccccc2)NC(=S)N1C(c1ccccc1)c1ccccc1
  +	18*	19	18	36*	19*	62*	2.0%	-0.43	-0.063	-0.22	1.3	-3	736	61*	853*	-4.7%	.	.
- Cc1onc(-c2ccccc2)c1C(=O)NC(=S)NNC(=O)c1ccc(O)cc1
  i	-4	-12	-22	1.8	1.7	5.3	-3.9%	0.0081	-0.095	0.028	0.27	8	664	-1.3	1004	-9.4%	?	.
- O=C(Nc1ccccc1)c1cccc(N2C(=O)CCC2=O)c1
  i	1	11	-1	1.8	2.5	7.4	-2.9%	-0.71	-0.14	-0.61	-0.65	5	706	.	.	2.1%	-0.39	1250
- O=C(COC(=O)c1ccccn1)Nc1c(Cl)cccc1Cl
  i	41	1	-11	1.9	3.2	16	-1.0%	0.45	-0.15	0.42	0.076	.	.	-3.0	1181	-0.4%	-0.11	1196
- CCOC(=O)c1oc2ccc(S(=O)(=O)Nc3ccc4c(c3)n(C)c(=O)n4C)cc2c1C
  i	18	-10	0	3.5	2.7	2.0	-1.5%	-0.81	-0.23	-0.2	-0.25	-110	640	-1.0	1094	-2.7%	-0.91	1007
- C/C(Cl)=C\Cn1c(Nc2cccc(C)c2)nc2c1c(=O)n(C)c(=O)n2C
  i	-5	14	23	0.7	0.5	6.9	0.3%	-0.021	-0.21	0.0029	0.13	.	.	-2.8	918	-1.8%	0.82	1187
- COc1cc(/C=N/NC(=O)c2cccc(S(=O)(=O)N3CCCCC3)c2)cc(Br)c1O
  i	3	8	14	4.4	2.1	3.1	-0.8%	0.061	-0.032	-0.42	-0.53	-14	690	4.5	963	-2.5%	.	.
- CC(C)OC(=O)CCCCCN1C(=O)CSC1=S
  i	-3	-16	-17	2.2	1.5	3.0	-2.3%	-0.29	-0.038	0.14	-0.74	-19	666	-1.0	1033	-1.3%	-0.09	1922
- O=C(Nc1ccc(F)cc1F)c1csc(-c2cccs2)n1
  i	8	23	19	4.5	1.8	1.4	.	-0.48	-0.34	0.16	0.38	2	671	1.4	1022	-6.4%	-0.78	1274
- CCOC(=O)c1c(C)n(C)c2ccc(OC)c(NC(=O)c3cccs3)c12
  i	17	10	-6	4.0	2.2	5.4	2.5%	-0.4	-0.29	0.12	0.86	.	.	-1.3	835	-2.9%	-0.61	1432
- O=C(NCCSc1ccccc1)c1ccccc1Cl
  i	45	2	0	2.9	1.4	1.9	-2.4%	0.18	-0.24	0.24	0.2	-5	679	-1.8	488	-7.2%	-0.05	1323
- CCCS(=O)(=O)NCCc1cc2cc(C)c(C)cc2[nH]c1=O
  i	2	0	-7	3.6	1.7	1.3	0.2%	0.14	-0.21	-0.71	0.75	9	758	-4.4	1211	-2.0%	0.2	1222

Bioassay records as filed in PubChem BioAssay.
